Vif-A3G inh – blocks the Vif interaction with human APOBEC3G; actives 0.076% (n = 410,000); Potency, µM (doses to about 46.1 µM), for inactives: at the top dose activity, negative = active, usual class: inhibitors; Q9HC16; HeLa A3G-eYFP + Vif (tagged APOBEC3G with the HIV-1 protein that degrades it), YFP fluorescence, overnight; AID 602310;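 also: potency is read from the fitted curve at half-maximal effect; % is scaled to controls: 0 for no effect and ±100 for the full control effect; nearly all actives have a fitted effect of over 60% in size; hits raise eYFP signal because A3G escapes Vif-driven loss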
Target sequence (Q9HC16 whole entry, looked up): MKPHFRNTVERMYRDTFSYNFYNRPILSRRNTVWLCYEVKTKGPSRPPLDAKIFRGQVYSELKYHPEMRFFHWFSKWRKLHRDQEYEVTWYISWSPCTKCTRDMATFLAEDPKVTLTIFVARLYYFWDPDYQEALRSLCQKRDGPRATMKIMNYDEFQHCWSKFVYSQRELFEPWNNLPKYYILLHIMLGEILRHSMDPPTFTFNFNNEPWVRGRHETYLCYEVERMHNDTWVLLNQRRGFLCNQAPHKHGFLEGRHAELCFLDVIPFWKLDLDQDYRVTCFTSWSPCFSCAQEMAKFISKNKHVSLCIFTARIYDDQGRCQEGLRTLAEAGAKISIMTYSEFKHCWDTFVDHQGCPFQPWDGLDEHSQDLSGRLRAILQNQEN
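HeLa cells stably expressing Vif and C-terminally eYFP-tagged A3G, seeded overnight at 37 deg C, then exposed to compound by pintool overnight at 37 deg C. Rise in yellow fluorescence (Ex 488/Em 500-530, Acumen) marks blocked Vif-driven A3G degradation.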
Vif-A3F inh – inhibitors of Vif-A3F interaction; actives 0.2% (n = 390,000); Potency, µM (top dose mostly 46.1 µM), for the others: at the top dose activity, negative = active; AID 602313; HeLa A3F-eYFP + Vif (tagged APOBEC3F with the HIV-1 protein that degrades it), YFP fluorescence increase; also: potency is read from the fitted curve at half-maximal effect; % of control where 0% means no effect; nearly all actives have a fitted effect of over 65% in size
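Fluorescence increase (Ex 488/Em 500-530) after overnight compound treatment at 37 deg C flags inhibition of Vif-driven A3F-eYFP loss in stable HeLa A3F-eYFP/Vif cells seeded overnight beforehand.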
12-LOX inh – inhibitors of human 12S-lipoxygenase ALOX12 | P18054 | purified 12hLO, xylenol orange hydroperoxide absorbance | Potency, µM (titrated, usually from 108 µM), for inactives: top-dose activity change, negative = inhibition, usual class: inhibitors | actives 1.1% (n = 580,000); also: potency is read from the fitted curve at half-maximal effect; % is scaled to controls: 0 for no effect and ±100 for the full control effect
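Hydroperoxide product was detected by ferrous iron/xylenol orange as the 573 to 405 nm absorbance ratio. Arachidonic acid at 40 uM (final) was turned over for 30 min at room temperature by 150 nM human 12hLO, pH 7.0 Hepes buffer, after 15 min compound preincubation.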
ERG Ets-DNA blk – ERG Ets/DNA interaction inhibition. fluorescence polarization, His-ERG Ets domain / labelled DNA. Potency, µM (titrated, usually from 76.9 µM), for inactives: at the highest dose FP activity, negative = inhibition, hits mostly inhibitors. actives 0.028% (n = 370,000). AID 624246; active = well fitted inhibition curve with a large enough effect in the polarisation, with a control signal flat; inconclusive = small, poorly fitted or top-dose-only effect, or effect the other way, or a change in a side signal; inactive = no such curve, though single readings can be large or run the other way; the % refers to the polarisation;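 also: polarization taken with two DNA probes labelled with fluorescein and Texas red; potency is read from the fitted curve at half-maximal effect; % of control where 0% means no effect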
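His-tagged ERG Ets domain (1 uM in the protein solution; 300mM KCl, 50mM Tris-HCl, 1mM EDTA, 1mM DTT, pH 7.5) received compound, then a probe mix of 5 nM fluorescein-DNA and 100nM Texas-615-DNA. Fluorescence polarization was read for both dyes.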
LDHA inh – LDHA (human) enzyme inhibition | P00338 | purified LDHA, NADH/diaphorase-resazurin fluorescence; active compounds read low | activity change, % (values are at about 110 or 230 µM) | actives 0.15% (n = 480,000) | AID 1347041; in the data active = activity change below about -30%; inconclusive = mostly about -25% to -30%;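 also: plate controls were DMSO wells for no effect and wells without enzyme for full effect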
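Human LDH5 at 2 nM final in Tris HCl pH 7.4 with 0.06 mM NADH and 0.2 mM pyruvate, reacted 5 minutes at room temperature. Remaining NADH coupled via diaphorase/resazurin; resorufin fluorescence read at 0 and 20 minutes, normalized to enzyme-free and DMSO wells.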
RGS4 inh – blocks human RGS4-accelerated GTP hydrolysis | P49798 | Transcreener GDP fluorescence polarization, RGS4-accelerated GTP hydrolysis | Potency, µM (series often up to 114 µM), without a hit: at the top dose activity change, negative = inhibition, actives largely listed as inhibitors | actives 0.039% (n = 390,000); also: potency is read from the fitted curve at half-maximal effect; % is scaled to controls: 0 for no effect and ±100 for the full control effect; nearly all actives have a fitted effect of over 75% in size; some results filed as inactive show a strong effect at the top dose
Target sequence (P49798 whole entry, looked up): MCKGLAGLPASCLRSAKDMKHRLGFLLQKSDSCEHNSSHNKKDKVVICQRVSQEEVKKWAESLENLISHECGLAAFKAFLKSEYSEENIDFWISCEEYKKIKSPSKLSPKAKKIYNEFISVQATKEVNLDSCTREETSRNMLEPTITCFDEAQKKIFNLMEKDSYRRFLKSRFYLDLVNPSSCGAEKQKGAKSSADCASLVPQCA
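MLSMR compounds (23 nl, pin-transferred) preincubated 10 min at room temperature with a 500nM (2x) first reagent, then RGS4 at 900nM (2x) plus Transcreener GDP mix added; fluorescence polarization (620/688 nm) read before and after 90 min at 30 °C.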
Glioma ERSR ind – ER stress response induction in glioma | U87-MG GRP78 promoter luciferase reporter, 16 h | Potency, µM, without a hit: at the top dose activation, actives largely listed as activators | actives 0.02% (n = 420,000) | AID 602332; also: potency is read from the fitted curve at half-maximal effect; series mostly up to about 76 µM; % of control where 0% means no effect; nearly all actives have a fitted effect of over 35% in size
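Stably transfected U87-MG human glioma cells carrying a GRP78-based luminescent sensor were seeded at 1000 cells/well, pin-dosed with compounds and incubated 16 h. Luciferase reagent was then added, and end-point luminescence was read after 10 min at room temperature.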
D2 antag – D2 dopamine receptor (human) antagonism. inhibition, % at 10 µM. actives 2% (n = 340,000). AID 485344. P14416. HEK293 TREx D2 cells, calcium flux, dopamine EC80; in the data active = inhibition above about 30%; also: 0% is about no effect
Target sequence (P14416 whole entry, looked up): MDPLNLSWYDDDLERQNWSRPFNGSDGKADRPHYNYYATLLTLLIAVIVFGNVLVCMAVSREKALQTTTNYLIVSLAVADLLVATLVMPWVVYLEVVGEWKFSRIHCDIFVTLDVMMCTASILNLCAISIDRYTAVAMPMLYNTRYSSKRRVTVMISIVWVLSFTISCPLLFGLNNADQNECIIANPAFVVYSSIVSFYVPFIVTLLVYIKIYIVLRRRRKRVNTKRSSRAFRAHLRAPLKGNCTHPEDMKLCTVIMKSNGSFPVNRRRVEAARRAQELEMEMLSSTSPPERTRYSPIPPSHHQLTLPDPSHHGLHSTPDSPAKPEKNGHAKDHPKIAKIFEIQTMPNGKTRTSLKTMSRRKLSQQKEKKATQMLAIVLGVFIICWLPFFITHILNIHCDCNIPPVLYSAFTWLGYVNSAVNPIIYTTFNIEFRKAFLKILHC
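Measurement of antagonist activity uses fluorescent calcium dye in inducible HEK293 T-REx D2 cells: 10 s baseline, compound addition with 180 s read, EC80 dopamine addition with a further 180 s read.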
D2 ag – agonists of human D2 dopamine receptor | activation, % at 2 µM | actives 0.53% (n = 340,000) | P14416 | HEK293 T-REx D2 cells, calcium flux agonist mode | AID 485358;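 active = activation over 3 SD above normal in the single-dose calcium agonist read, cut at about 30% in these data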; also: 0% is about no effect
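HEK293 Trex D2 cells, tetracycline-induced, o/n 30 C 5% CO2; no-wash Ca dye, RT 30–90 min; 10-cycle baseline, 23 nl cpd added, kinetic Ca read 180 s; agonist hits = positive Ca response.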
The depositor's hits bear a star; ? = inconclusive; · = no result given; & = joins results of further samples; [ ] = dose if it differs, or a comment. Unless noted, calls follow the shape of the dose curve; as a rule, active = well fitted curve in the direction sought with a large enough effect; inconclusive = small, poorly fitted or top-dose-only effect, or another doubt; inactive = no such curve, though single readings can be large; an effect the other way counts as inactive or inconclusive. An excerpt; count on the stated rates, not on these rows.

SMILES	Vif-A3G inh	Vif-A3F inh	12-LOX inh	ERG Ets-DNA blk	LDHA inh	RGS4 inh	Glioma ERSR ind	D2 antag	D2 ag
CC1=CC2=NC(=O)/C(=C\c3cn(C)c4ccccc34)C(=N)N2O1	0.2%	?	-4.1%	-0.3%	4.2	-19.1%	0.3%	·	·
COc1ccc(C(=O)Nc2ccc(N3CCCC3)cc2)cc1	-0.4%	-14.2%	?	7.8%	7.1	-39.4%[11.4 µM]	-5.2%	-14.4	-1.5
Cc1ccc(SCC(=O)OCC(=O)NC(C)c2ccc(F)cc2)cc1 (configuration not stated)	-4.6%	-12.2%	-19.6%	-7.6%	-8.7	4.4%	-4.6%	0.3	-1.6
Cc1ccc(S(=O)(=O)N(C)CC(=O)NNC(=O)CCS(=O)(=O)c2ccccc2)cc1	-5.3%	2.3%	368.6%[activator]	-3.8%	-1.8	-19.4%	-3.5%	·	·
O=C(CCNC(=O)c1ccccc1)Nc1nc2ccccc2s1	5.1%	-10.0%	3.5%	-6.1%	0.5	7.1%	-1.5%	9.8	0.1
O=[N+]([O-])c1ccc(N/N=C/c2ccc[nH]2)cc1	-11.3%	?	35.5µM*	46.1%[activator]	-5.0	-9.2%	9.6%	9.6	0.3
CNC(=O)C[C@@H]1C(=O)N(Cc2ccccc2)CC1(C)C	-4.7%	-1.1%	-1.3%	·	-8.8	·	-1.1%	·	·
CCCCN1C(=O)CN(C2CCCCCC2)C(=O)C1c1ccc(OCC)c(OC)c1 (configuration not stated)	-2.5%	-6.5%	-15.9%	0.0%	-0.8	17.9%	-0.6%	·	0.3
CCN(CC)S(=O)(=O)c1ccc(Cl)c(C(=O)Nc2nncs2)c1	-2.1%	6.0%	?	0.0%	-0.9	6.0%	1.6%	-0.6	0.2
Cc1onc(-c2ccccc2)c1C(=O)N1CCN(c2ncccn2)CC1	0.0%	-17.9%	14.2%	1.4%	-5.7	-2.4%	-0.3%	-3.6	0.2
N#CCCN1CCN(C2=NC(=O)/C(=C\c3cccs3)S2)CC1	-0.8%	12.1%	-9.3%	6.1%	2.7	10.8%	7.3%	-4.3	1.6
O=C(Nc1ccc(Br)cc1)c1cc(-c2ccc3c(c2)OCO3)on1	-0.8%	?	18.7%	1.2%	-5.4	13.4%	5.3%	12.5	1.0
O=C(NCc1ccccc1)NCc1cccs1	0.7%	-3.8%	-4.4%	?	-7.7	-10.0%	5.6%	-1.8	-0.2
CC(C(=O)Nc1ccc(C(N)=O)cc1)N1C(=O)c2ccccc2S1(=O)=O (configuration not stated)	-1.5%	-10.8%	-2.1%	-2.6%	-6.8	-3.0%	-1.1%	11.2	-0.5
CCOC(=O)c1c(C)[nH]c(C)c1C(=O)CSc1nc2ccccc2n1CCC#N	-2.4%	7.5%	-5.3%	·	-10.8	-16.4%	-0.6%	-8.4	1.1
O=C(CNCC1CCCO1)Nc1ccc([N+](=O)[O-])cc1C(=O)Nc1ccccc1F (configuration not stated)	-5.6%	-4.6%	-5.9%	-2.0%	-1.0	-2.8%[11.4 µM]	-5.7%	7.8	-0.8
CCC(NC(=O)CC[C@H]1O[C@@H](n2cc(C)c(=O)[nH]c2=O)C[C@@H]1O)c1ccccc1 (some centres not stated)	-1.7%	-2.1%	?	5.3%	-17.0	-8.4%	-1.0%	·	·
Cc1ccc(NC(=O)c2nc[nH]c2C(=O)NC2CCN(C(=O)OC(C)(C)C)CC2)cc1	0.4%	5.3%	0.0%	-5.2%	-2.3	7.4%	-1.0%	·	·
O=C1CN(C(=O)COC(=O)/C=C/c2ccc(S(=O)(=O)N3CCOCC3)cc2)c2ccccc2N1	-0.5%	-11.5%	?	3.4%	-5.3	-29.0%	-3.7%	-8.3	0.8
CC(C)N(C(=O)CSc1nnc(Cc2ccc3c(c2)OCO3)n1C)C(C)C	-1.2%	13.4%	-8.5%	-5.2%	-10.4	4.1%	-3.9%	5.4	0.1
CCOC(=O)C1CCCN(C(=O)c2ccc3c(c2)N(Cc2ccccc2F)C(=O)c2ccccc2S3=O)C1 (configuration not stated)	-4.1%	-6.5%	-20.8%	0.8%	-1.5	-26.0%	1.3%	·	0.7
Cc1cc(C)n(-c2ccc(NC(=O)C3CCCCN3C(=O)c3cccs3)cc2)n1 (configuration not stated)	1.5%	1.3%	0.0%	0.3%	-2.0	42.2%	3.8%	-2.9	0.1
Nc1ncnc2c1ncn2C1CCCO1 (configuration not stated)	-4.6%	-2.5%	-1.9%	-9.6%	-7.1	?	-3.2%&-2.0%&-1.1%&-1.3%	4.6	-1.1
CC(Sc1ncnc2c1cnn2-c1ccccc1)C(=O)Nc1ccc(N2CCOCC2)cc1 (configuration not stated)	-0.1%	7.4%	25.5%	0.0%	1.8	13.3%	12.1%	8.8	-0.6
CCOc1ccc(CCNC(=O)C2CC(=O)N(C3CCCC3)C2)cc1OCC (configuration not stated)	1.4%	-8.2%	6.7%	·	-0.5	4.3%	-2.4%	0.2	-0.2
O=C(O)c1ccn(COc2ccc(Br)cc2)n1	1.0%	2.0%	?	1.2%	-2.9	-41.7%	-3.7%	-15.4	0.1
OC1CCN(Cc2cn(Cc3ccccc3)nc2-c2cc3ccccc3o2)CC1	-0.4%	4.0%	-8.5%	-5.3%	-3.2	-17.0%	1.7%	1.2	2.7
COc1ccc(-c2cc(C(=O)NC3CCCC3)c3ccccc3n2)cc1	0.6%	0.4%	?	4.5%	-6.2&0.0	22.6%	1.2%	7.3	15.6
COc1cc(CCC(=O)OCc2ccccc2C#N)cc(OC)c1OC	-0.2%	13.8%	0.6%	-7.4%	-19.9	20.9%	0.9%	·	·
CCS(=O)(=O)N1CCN(C(=O)C(c2ccccc2)c2ccccc2)CC1	-1.6%	-1.3%	0.0%	-1.1%	0.0	0.0%	-3.2%	·	·
CSc1cccc(NC(=O)c2cc(S(=O)(=O)N3CCCC3)cn2C)c1	-3.3%	5.2%	12.9%	-3.1%	-6.8	-2.5%	-3.0%	6.2	2.3
Cc1nc(OCc2ccccc2)c2ccccc2n1	1.0%	0.0%	23.7%	3.0%	-2.8	-21.5%	-4.0%	1.8	-0.1
COC(=O)c1ccsc1NC(=O)CN1CCN(c2ccc(F)cc2)CC1	0.2%	3.0%	0.0%	-1.7%	2.2	-28.2%	-6.1%	11.2	-0.1
COc1ccccc1-c1nc(SCC(=O)Nc2ccccc2F)n[nH]1	?	0.3%	-1.4%	-1.4%	0.7	-33.9%	0.8%	-2.3	-0.4
COc1ccc(NC2CCCN(C(=O)CN3C(=O)c4ccccc4C3=O)C2)cc1OC (configuration not stated)	1.2%	2.0%	?	-13.6%	7.1	-23.4%	0.9%	-13.1	-1.1
O=C(Cn1c(=O)n2ncnc2c2c3c(sc21)CCCC3)c1ccccc1	-0.6%	2.3%	-5.1%	-1.2%	-4.4	5.8%	0.4%	-5.1	0.5
C[C@@H]1CN([C@@H](C)CO)S(=O)(=O)c2ccc(Br)cc2O[C@H]1CN(C)C(=O)c1ccc2c(c1)OCO2	-5.4%	1.9%	2.0%	·	-0.7	·	-1.5%	·	·

Some of these compounds in order of count of non-hydrogen atoms, ascending.
SMILES	Vif-A3G inh	Vif-A3F inh	12-LOX inh	ERG Ets-DNA blk	LDHA inh	RGS4 inh	Glioma ERSR ind	D2 antag	D2 ag
O=C(O)c1ccn(COc2ccc(Br)cc2)n1	1.0%	2.0%	?	1.2%	-2.9	-41.7%	-3.7%	-15.4	0.1
CNC(=O)C[C@@H]1C(=O)N(Cc2ccccc2)CC1(C)C	-4.7%	-1.1%	-1.3%	·	-8.8	·	-1.1%	·	·
O=C(Nc1ccc(Br)cc1)c1cc(-c2ccc3c(c2)OCO3)on1	-0.8%	?	18.7%	1.2%	-5.4	13.4%	5.3%	12.5	1.0
COc1ccccc1-c1nc(SCC(=O)Nc2ccccc2F)n[nH]1	?	0.3%	-1.4%	-1.4%	0.7	-33.9%	0.8%	-2.3	-0.4
CC(C(=O)Nc1ccc(C(N)=O)cc1)N1C(=O)c2ccccc2S1(=O)=O (configuration not stated)	-1.5%	-10.8%	-2.1%	-2.6%	-6.8	-3.0%	-1.1%	11.2	-0.5
CCOC(=O)c1c(C)[nH]c(C)c1C(=O)CSc1nc2ccccc2n1CCC#N	-2.4%	7.5%	-5.3%	·	-10.8	-16.4%	-0.6%	-8.4	1.1
CC(Sc1ncnc2c1cnn2-c1ccccc1)C(=O)Nc1ccc(N2CCOCC2)cc1 (configuration not stated)	-0.1%	7.4%	25.5%	0.0%	1.8	13.3%	12.1%	8.8	-0.6
C[C@@H]1CN([C@@H](C)CO)S(=O)(=O)c2ccc(Br)cc2O[C@H]1CN(C)C(=O)c1ccc2c(c1)OCO2	-5.4%	1.9%	2.0%	·	-0.7	·	-1.5%	·	·
